STK33 kinase inh: blocks human STK33 kinase activity; Q9BYT3; purified STK33, MBP phosphorylation, ADP-Glo luminescence; inhibition, % at 10 µM; 0.073% of 320,000 active; AID 2661;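 active = inhibition at or above 25%, using the most active replicate where run in duplicate; inactive = inhibition below 25%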
Target sequence (Q9BYT3 whole entry, looked up): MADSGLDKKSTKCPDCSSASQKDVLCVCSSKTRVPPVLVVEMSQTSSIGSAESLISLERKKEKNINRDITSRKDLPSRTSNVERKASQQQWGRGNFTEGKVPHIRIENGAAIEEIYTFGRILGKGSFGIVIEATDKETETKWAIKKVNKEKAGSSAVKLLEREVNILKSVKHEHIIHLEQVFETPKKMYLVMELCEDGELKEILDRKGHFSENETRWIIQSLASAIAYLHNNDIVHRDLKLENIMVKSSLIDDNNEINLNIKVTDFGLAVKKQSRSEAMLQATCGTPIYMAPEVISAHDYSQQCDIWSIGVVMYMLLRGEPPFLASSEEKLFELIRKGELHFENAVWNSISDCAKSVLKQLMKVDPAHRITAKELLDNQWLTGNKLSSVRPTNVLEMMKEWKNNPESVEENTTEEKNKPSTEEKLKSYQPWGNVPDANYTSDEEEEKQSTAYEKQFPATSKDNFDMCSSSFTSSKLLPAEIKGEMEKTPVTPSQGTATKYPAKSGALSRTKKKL
OX1R antag-1: blocks the human orexin 1 receptor | O43613 | OX1R-expressing cells, FRET antagonist read-out | inhibition, % at 6.6 µM | 1.8% of 330,000 active | AID 485270; in the data active = inhibition mostly above about 38%, no sharp cut-off; inactive = mostly below about 40%;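 note: 0% = agonist challenge alone and 100% = reference antagonist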
Target sequence (O43613 whole entry, looked up): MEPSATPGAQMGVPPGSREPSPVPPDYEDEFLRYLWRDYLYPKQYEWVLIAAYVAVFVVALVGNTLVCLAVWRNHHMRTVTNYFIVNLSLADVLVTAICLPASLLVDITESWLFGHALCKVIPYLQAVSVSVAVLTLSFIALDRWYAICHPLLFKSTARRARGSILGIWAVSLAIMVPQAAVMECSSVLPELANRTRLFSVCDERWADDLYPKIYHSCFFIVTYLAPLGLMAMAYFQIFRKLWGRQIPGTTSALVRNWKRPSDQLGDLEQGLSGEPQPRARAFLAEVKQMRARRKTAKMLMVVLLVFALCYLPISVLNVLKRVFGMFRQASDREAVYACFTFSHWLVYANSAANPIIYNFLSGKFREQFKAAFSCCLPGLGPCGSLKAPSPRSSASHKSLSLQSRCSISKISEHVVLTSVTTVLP
OX1R antag-2: antagonists of human orexin 1 receptor; O43613; CHO/OX1R cells, Fluo-8 calcium fluorescence, orexin A; inhibition, % at 5 µM; AID 434989; 0.43% of 330,000 active;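 active = inhibition above its plate's threshold, mean inhibition of all tested compounds on the plate plus 3 SD, cut at about 37% in these data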;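 note: 0% = orexin A challenge wells and 100% = SB-334867-A antagonist wells; not every result past the cut was called active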
Active calls of the source: *; x = no result given.

SMILES	STK33 kinase inh	OX1R antag-1	OX1R antag-2
COc1cccc(OCc2nnc3n2N=C(c2ccccc2)C(CC(=O)O)S3)c1 (configuration not stated)	0.1	17	-11
CC1CCN(CC(=O)N2CCN(c3ccccc3)CC2)CC1	-0.8	3	-11
CCN1CCCC1CNC(=O)C(=O)NC1CC1 (configuration not stated)	1.7	14	-4
CN(Cc1ccccc1)c1nc2c(c(=O)[nH]c(=O)n2C)n1CCCSc1ncccn1	-1.3	4	-24
COc1ccc([C@@H]2CC=C(C(=O)O)[C@H](c3ccccc3)N2S(=O)(=O)c2ccccc2C)cc1	-2.4	78*	-29
COc1cc(NC(=O)C2CCN(S(=O)(=O)c3ccc4c(c3)CC(C)N4C(C)=O)CC2)cc(OC)c1OC (configuration not stated)	0.1	12	-20
CSCC[C@H](NC(=O)OC(C)(C)C)c1nnc(SCc2ccccc2)o1	-0.3	2	-20
O=C(c1cccc(S(=O)(=O)N2CCc3ccccc3C2)c1)N1CCN(c2ccccc2)CC1	0.3	-1	-19
COc1ccc(C2=CSC3=NCCN23)cc1[N+](=O)[O-]	0.1	14	-13
O=C(/C=C/c1ccc(Cl)cc1)N1CCN(c2ccccn2)CC1	-1.0	17	-11
CCOc1ccc(NC(=O)CSc2nc(-c3cccs3)cc(C(F)(F)F)n2)c([N+](=O)[O-])c1	0.2	3	-11
CC(C)(C)NCC(O)COc1c(F)cc(Br)cc1F (configuration not stated)	-0.8	9	-22
Cn1cnnc1SCC(=O)c1cccc([N+](=O)[O-])c1	0.3	30	-16
CC(=C1C(=O)c2ccccc2C1=O)N1CCc2ccccc2C1	-0.3	20	2
O=C(CN1CCC(NC(=O)Nc2ccc(F)cc2)CC1)Nc1ccccc1[N+](=O)[O-]	-1.9	12	-21
COC(=O)c1cc(OC)c(OC)cc1NC(=O)CSc1ccc(C)cc1	-0.1	10	-47
Cc1nc(SCc2ccc([N+](=O)[O-])cc2)n[nH]1	-2.0	19	-10
COc1ccc(S(=O)(=O)CC(=O)Nc2ccccc2Cl)cc1	-1.3	3	-22
O=C(Nc1cccnc1)c1ccc2c(c1)C(=O)N(CC1CCCO1)C2=O (configuration not stated)	-1.1	73*	-5
Cc1ccc(S(=O)(=O)CCc2nnc(NC(=O)COc3cccc(C)c3)s2)cc1	-0.5	29	9
Cc1cccc(C(=O)N[C@H](C(=O)OCC(=O)NC2CCS(=O)(=O)C2)C(C)C)c1 (some centres not stated)	0.1	6	-3
Cc1ccc(SCC(=O)Nc2ccccc2N2CCOCC2)cc1	-1.0	7	-38
COc1ccc(-c2nc(CC(=O)O)cs2)cc1	x	24	-11
CCN(CC)Cc1c(NC(=O)c2ccccc2)sc(C)c1C	0.1	28	-32
Cc1cc(C)c(OCC(=O)OCCNC(=O)c2cccnc2)c(C)c1	x	20	-8
COCCn1nc2cc(C(=O)NCC34CC5CC(CC(C5)C3)C4)ccc2c1OC	0.7	18	-5
Cc1ccc(S(=O)(=O)NC(=O)CSc2nc3ccccc3s2)cc1	-0.4	4	-9
CC(=O)c1cnc2c(-c3ccccc3)c(C)nn2c1C	-0.4	28	-20
O=C(O)/C=C/C(=O)c1ccc2c(c1)CCc1ccccc1-2	1.7	39	-13
O=C(O)C1CCN(C(=O)c2csc(-c3ccc4c(c3)CCO4)n2)CC1	-1.5	10	-18

Single entries from the entries so far:
`Cc1ccc(SCC(=O)Nc2ccccc2N2CCOCC2)cc1` in OX1R antag-2 is entered as -38
`Cc1cc(C)c(OCC(=O)OCCNC(=O)c2cccnc2)c(C)c1` in OX1R antag-2 is entered as -8

Four compounds already listed, sorted by their value in OX1R antag-1, smallest number first.
Compound,OX1R antag-1
CC1CCN(CC(=O)N2CCN(c3ccccc3)CC2)CC1,3
O=C(/C=C/c1ccc(Cl)cc1)N1CCN(c2ccccn2)CC1,17
COc1ccc(-c2nc(CC(=O)O)cs2)cc1,24
O=C(Nc1cccnc1)c1ccc2c(c1)C(=O)N(CC1CCCO1)C2=O (configuration not stated),73*

Continuation:
SMILES	STK33 kinase inh	OX1R antag-1	OX1R antag-2
CCN(CC)c1ccc(NC(=O)Nc2ccc(C(C)=O)cc2)cc1	-1.3	17	-20
CC(C)(C)Cc1nnc(NC(=O)Cc2ccc([N+](=O)[O-])cc2)s1	0.7	-2	-13
O=C(CN1C2=NCCN2c2ccccc21)c1ccco1	-0.5	8	-11
CCNC(=O)CSc1nnc(CN2CCCCCC2=O)n1-c1ccccn1	-1.7	14	-3
Cc1ccn(CCC(=O)O)n1	-0.9	11	-13
CCOC(=O)c1sc(NS(=O)(=O)c2ccccc2Cl)nc1C	0.2	13	-11
COCC(=O)Nc1nnc(COc2ccccc2)s1	-0.1	10	1
Cc1cc(C)n(CCCNC(=O)COc2ccc([N+](=O)[O-])cc2)n1	-1.7	4	-11
CCOC(=O)c1ccc(CNC(=O)c2cc(C(C)(C)C)oc2C)o1	-0.7	33	-20
O=C(CSc1nnc(-c2ccncc2)s1)Nc1ccc(Cl)c(C(=O)O)c1	5.1	11	12
O=c1nc(SCc2c(F)cccc2Cl)nc(-c2ccccc2)[nH]1	0.2	10	-18
CCN(CC)S(=O)(=O)c1ccc(N2CCOCC2)c(NC(=O)c2cc([N+](=O)[O-])ccc2Cl)c1	-1.6	15	-13
COc1ccc(C2CC(=O)N3C(=C2C#N)SCC3(O)c2ccccc2)cc1 (configuration not stated)	-2.0	5	-6
CS(=O)(=O)c1nc(-c2ccccc2)cc(C(F)(F)F)n1	4.9	44	-11
CC1=NN(C(=O)Cc2ccc([N+](=O)[O-])cc2)C(O)(c2cccnc2)C1 (configuration not stated)	-2.7	9	4
Cc1nn(C(C)(C)C)c(OC(=O)c2cccs2)c1Sc1ccccc1	-0.8	19	-19
N#Cc1ccccc1S(=O)(=O)N1CCN(CC(=O)NC(=O)NC2CCCCC2)CC1	0.0	7	-20
C=CC[C@@H](CC(=O)N[C@@H](CO)Cc1ccccc1)C(=O)NC[C@H](OC(=O)[C@@H](CC=C)Cc1ccc(F)cc1)c1ccccc1	-1.6	12	7
CC(C)C[C@H](NC(=O)Nc1cccc(Br)c1)C(=O)O	-1.4	0	10
Cc1ccnc(NC(=O)c2cc3ccccc3o2)c1	1.7	53*	-29
CC(=O)c1ccc(N2CCN(C(=O)c3cccs3)CC2)c(F)c1	0.0	18	-14
Cc1cccc(N2CCN(C(=O)CCCn3c(=S)[nH]c4cc5c(cc4c3=O)OCO5)CC2)c1C	0.4	17	-29
Cc1ccccc1-n1c(=O)c2c(n3cnnc13)-c1ccccc1CC21CCCCC1	-1.4	-4	-35
O=C(c1cccc(F)c1)N1CCCC(C(=O)N2CCCCC2)C1 (configuration not stated)	0.8	13	-11
CCCCCn1c(=O)[nH]c2cc(C(=O)NCCN3C(C)CCCC3C)ccc2c1=O (configuration not stated)	0.3	14	-18
CCN1CCCC1CN(Cc1cc2cc(OC)ccc2[nH]c1=O)C(=O)NCc1ccccc1 (configuration not stated)	-0.9	21	-13
O=C(NCCc1ccccc1)c1cccc(Br)c1	1.4	22	-20
O=C(Nc1cccc(Cl)c1)Nc1csc([N+](=O)[O-])c1	1.2	50*	17
Cc1ccc(S(=O)(=O)Nc2ccc3c(c2)nc(C)n3C)cc1	-1.3	14	-22
O=C(/C=C/c1cccc(O)c1)c1cccnc1	-0.1	19	-31
O=C(NN1C(=O)NC2(CCCCC2)C1=O)c1ccc(-c2ccccc2Cl)o1	-1.7	9	-20
CC(C)(CNC(=O)c1ccc(S(=O)(=O)N2CCCC2)cc1)N1CCOCC1	0.3	21	-5
COc1ccc(C2C3=C(Nc4ncnn42)c2ccccc2CCC3)cc1 (configuration not stated)	0.9	13	-18
Cc1cc(NCc2ccccn2)nc2ccccc12	1.9	3	-33
O=C(Nc1ccccn1)c1ccc2c(c1)OCO2	-1.7	7	-15
CN1C(N)=NC(=O)/C1=C/c1ccc(F)cc1	0.7	8	-2
COC(=O)c1oc2c(c1C)C(=O)CCC2	-0.9	-5	-12
CC1CCCN(C(=S)NCCc2ccccc2)C1 (configuration not stated)	-0.7	17	-18
Cc1ccc(-n2ncc3c(NNC(=O)c4cccs4)ncnc32)cc1	1.6	5	4
C1CCC(NC2=NCCC2)CC1	-1.6	3	-10
C=CCSc1nnc(NC(=O)CN2C(=O)NC3(CCCC3)C2=O)s1	-0.2	15	-22
Cc1cc(NC(=O)CCSc2nc(-c3ccco3)cc(C(F)(F)F)n2)no1	0.1	10	-23
CCN(CC)c1ccc(NC(=O)COC(=O)CSc2ccc(Br)cc2C)cc1	-0.9	10	-12
Cc1ccc(Oc2nc(-c3cccnc3)nc3ccccc23)c([N+](=O)[O-])n1	-0.6	5	-24
COc1ccc(C(C#N)N2N=C(C)CC2c2ccccc2)cc1 (configuration not stated)	1.1	-7	-10
Cc1[nH]c2ccc(-c3n[nH]c(=S)n3-c3ccccc3)cc2c1C	-0.8	2	-3
C#Cc1ccc([C@@H]2C=C(C(=O)NCc3ccccc3)O[C@H](OCc3ccc(CO)cc3)C2)cc1	-0.5	10	-6
Cc1ccc(S(=O)(=O)N(C)C)cc1NC(=O)COC(=O)c1ccc2c(c1)NC(=O)CS2	-0.7	8	-24
COc1ccc(NC(=O)c2cc(OC)c(OC)c(OC)c2)cn1	0.7	-3	-4
CCOc1ccccc1C(=O)N[C@H](C(=O)OCc1csc(CC(=O)Nc2ccc(C)cc2)n1)C(C)C	-1.0	31	10

(next part)
SMILES	STK33 kinase inh	OX1R antag-1	OX1R antag-2
CC(C)Oc1ccc(/C(O)=C2/C(=O)C(=O)N(CCN3CCNCC3)C2c2cccc([N+](=O)[O-])c2)cc1 (configuration not stated)	-1.4	40	3
COc1c(F)c(F)c(C(=O)Nc2ccc(NC(=O)Cc3ccccc3)cc2)c(F)c1F	-2.6	4	5
Nc1nc(Nc2cccc(Cl)c2)n[nH]1	1.0	4	-9
COc1ccc(C(=O)NC2CCN(C(=S)Nc3cc(C)ccc3C)CC2)cc1	-1.2	9	-9
COc1ccc(NC(=S)N2CCN(Cc3cccc(F)c3)CC2)c(OC)c1	-0.5	13	-12
O=C(CN1CCN(S(=O)(=O)c2ccc(Br)cc2)CC1)N/N=C/c1cc([N+](=O)[O-])ccc1Cl	-1.2	19	-13
Cc1nc(N2CCN(Cc3ccccc3)CC2)[nH]c(=O)c1C	-0.6	11	-1
Cn1nc(C(=O)N2CCN(S(=O)(=O)c3ccccc3)CC2)c2ccccc2c1=O	0.3	22	-8
Cc1cc(COc2ccccc2O)on1	1.5	1	4
S=C(c1ccc(N2CCCC2)c(Br)c1)N1CCCCC1	-0.1	32	-38
Cc1ccc(OCC(=O)c2c(N)n(C)c(=O)n(C)c2=O)c([N+](=O)[O-])n1	-0.5	11	-10
CC(C(=O)NCC1CCCO1)N1C(=O)C2C3CC(C(Br)C3Br)C2C1=O (configuration not stated)	0.1	12	-9
COC(=O)c1sccc1NC(=O)CSc1ccccc1NS(=O)(=O)c1cc(Cl)ccc1Cl	-0.5	61*	34
CCNC(=S)N1CCC(C(=O)c2ccc(Cl)cc2)CC1	-0.6	2	-11
O=C1CN(C(=O)COC(=O)CNS(=O)(=O)c2ccccc2)c2ccccc2N1	0.5	5	5
Cc1cc(NS(=O)(=O)c2ccc(NC(=O)/C=C/c3c(F)cccc3Cl)cc2)no1	0.5	27	-21
Brc1ccc(C2=Nn3cnnc3SC2)cc1	-1.5	16	-13
CCOc1ccc(NC(=O)CSc2nc3ccccc3c(=O)n2CCCC(=O)N2CCCC2)cc1	-0.8	10	-34
Cc1c(C=O)c(C=O)c(C)n1Cc1ccccc1	-2.4	-6	-9
Cc1[nH]nc(SCC(=O)NCC(C)C)c1[N+](=O)[O-]	-2.4	9	-8
Cc1ccc(NC(=O)N(CCC(=O)O)Cc2ccccc2)cc1	-0.9	11	-10
Cc1ccc(NC(=O)c2ccc(S(=O)(=O)NCc3ccco3)cc2)nc1	0.4	12	-2
CC(=O)Oc1ccc(OC(C)=O)c(SCCCCCN2CCOCC2)c1	-5.6	3	-6
COc1cc2c(c(OC)c1OC)C(=O)CC2	-6.8	3	-5
C=CCOc1ccc(/C(O)=C2/C(=O)C(=O)N(CCN3CCOCC3)C2c2ccc(C)cc2)cc1 (configuration not stated)	-1.2	8	-14
O=C(O)C1=CCCN(CCON=C(c2ccccc2)c2ccccc2)C1	-0.1	12	8
COc1cc(OC)cc(C(=O)Nc2cc(C)nn2-c2ccccc2)c1	1.9	9	-25
O=C(c1ccc2c(=O)n3c(nc2c1)CCCCC3)N1CCN(C(c2ccccc2)c2ccccc2)CC1	-0.2	6	-40
O=C(COc1ccccc1)N=C1SC2CS(=O)(=O)CC2N1c1ccc(F)cc1 (configuration not stated)	-0.4	20	-6
Cn1c(=O)[nH]c(=O)c2c1nc(SCC(N)=O)n2Cc1cccc(Br)c1	-1.6	1	-2
O=C(CCSCc1ccc(Cl)cc1)NCc1cccs1	-1.0	4	-12
CN1CCCN(C(=O)C2CCC(C(=O)N3CCCN(C)CC3)CC2)CC1 (configuration not stated)	x	18	-2
COc1ccc(-c2csc3ncnc(N4CCN(c5ccccc5O)CC4)c23)cc1	-0.1	18	-25
COc1ccc(Cl)cc1S(=O)(=O)N(C)CC(=O)NCc1ccc2c(c1)OCO2	-1.0	17	-24
O/N=C1\CCCc2c1nc(-c1ccccc1F)n2O	0.3	0	-6

A draw from above in order of heavy-atom count, lowest first:
SMILES	STK33 kinase inh	OX1R antag-1	OX1R antag-2
O/N=C1\CCCc2c1nc(-c1ccccc1F)n2O	0.3	0	-6
O=C(CCSCc1ccc(Cl)cc1)NCc1cccs1	-1.0	4	-12
CN1CCCN(C(=O)C2CCC(C(=O)N3CCCN(C)CC3)CC2)CC1 (configuration not stated)	x	18	-2

Source: PubChem (several laboratories)
